Source: PubChem (several laboratories)
STK33 kinase inh – inhibitors of purified STK33 kinase, primary screen, biochemical, ADP-Glo luminescence, homogeneous, cell-free; MBP phosphorylation; inhibition, % at 10 µM; 320,000 compounds, 0.073% hits; AID 2661, 2010;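 active = inhibition at or above 25%, using the most active replicate where run in duplicate; inactive = inhibition below 25%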
Target sequence (Q9BYT3 whole entry, looked up): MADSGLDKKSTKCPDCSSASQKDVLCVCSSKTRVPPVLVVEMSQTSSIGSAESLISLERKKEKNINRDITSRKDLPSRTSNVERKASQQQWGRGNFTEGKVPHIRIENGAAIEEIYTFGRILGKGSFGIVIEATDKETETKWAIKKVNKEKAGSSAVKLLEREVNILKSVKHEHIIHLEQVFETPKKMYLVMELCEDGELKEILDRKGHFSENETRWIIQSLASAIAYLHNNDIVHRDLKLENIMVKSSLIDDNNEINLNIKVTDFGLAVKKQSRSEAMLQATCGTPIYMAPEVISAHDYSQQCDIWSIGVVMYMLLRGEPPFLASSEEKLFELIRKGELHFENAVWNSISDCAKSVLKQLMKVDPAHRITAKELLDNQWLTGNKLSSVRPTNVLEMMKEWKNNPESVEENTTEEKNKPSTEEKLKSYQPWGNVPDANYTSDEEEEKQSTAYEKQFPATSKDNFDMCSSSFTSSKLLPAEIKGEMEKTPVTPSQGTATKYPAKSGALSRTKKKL
OX1R FRET antag – antagonists of human orexin 1 receptor (OX1R); inhibition, % at 6.6 µM; 330,000 compounds, 1.8% hits; OX1R-expressing cells, FRET antagonist read-out; Orexin/Hypocretin receptor type 1 (Homo sapiens), O43613; in the data active = inhibition mostly above about 38%, no sharp cut-off; inactive = mostly below about 40%;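 note: 0% = agonist challenge alone and 100% = reference antagonist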
Target sequence (O43613 whole entry, looked up): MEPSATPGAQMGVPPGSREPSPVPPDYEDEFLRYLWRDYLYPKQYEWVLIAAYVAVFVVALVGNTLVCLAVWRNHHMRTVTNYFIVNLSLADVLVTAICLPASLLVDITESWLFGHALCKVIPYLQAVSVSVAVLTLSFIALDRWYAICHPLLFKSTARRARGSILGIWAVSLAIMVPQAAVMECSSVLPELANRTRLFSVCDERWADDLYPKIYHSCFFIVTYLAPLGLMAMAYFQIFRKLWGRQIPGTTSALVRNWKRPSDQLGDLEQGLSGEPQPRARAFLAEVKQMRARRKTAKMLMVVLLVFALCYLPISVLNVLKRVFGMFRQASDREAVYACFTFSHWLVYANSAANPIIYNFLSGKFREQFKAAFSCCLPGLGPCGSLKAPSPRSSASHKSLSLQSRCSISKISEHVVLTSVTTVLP
An asterisk follows results filed as active; · = no result given.

Start of the data: the first 13 records (preview)
Order of values – STK33 kinase inh | OX1R FRET antag
1) CCC(C)N(C(=O)COc1ccc(NC(C)=O)cc1)C1CCS(=O)(=O)C1 (stereo unspecified)
    1.1 | 14
2) COC(=O)/C(=C/c1ccco1)NC(=O)c1ccccc1
    -1.6 | 33
3) COc1ccc(Nc2ccnc3ccccc23)cc1
    -1.7 | 32
4) Cc1ccc(-n2c3c(cc(C(=O)N4CCN(C)CC4)c2=O)C(=O)CC(C)(C)C3)cc1
    0.1 | 16
5) COc1ccc(CCNCCN2CCOCC2)cc1
    -0.2 | 7
6) COC(=O)C1=C(N)OC2=C(C(=O)CCC2)C1c1ccc2c(c1)OCO2 (stereo unspecified)
    0.0 | -3
7) Cc1nc2nc(C)c(CCC(=O)NCc3ccc4c(c3)OCO4)c(C)n2n1
    -0.8 | 5
8) CC1CC(C)(C)CC2(C1)NC(=O)N(CC(=O)NCCc1ccc3c(c1)OCCO3)C2=O (stereo unspecified)
    -2.1 | 12
9) CC1=CC(=O)C(C(C)C)=CC1=NC(=O)c1ccc(C)cc1
    -2.1 | 20
10) COc1ccc(C2=NC(CO)(CO)CO2)cc1
    0.1 | 6
11) O=C(NCCC1CCCCN1S(=O)(=O)c1ccccc1)C(=O)NCc1ccncc1 (stereo unspecified)
    -2.6 | 18
12) COc1ccc(CCN(C)C2CCCN(S(=O)(=O)C(C)C)C2)cc1OC (stereo unspecified)
    -1.2 | 1
13) Cn1cccc1CNC(=O)Nc1ccc(Cl)cc1
    -0.5 | 16

The list itself, from the first entry:
Order of values – STK33 kinase inh | OX1R FRET antag
1) CCC(C)N(C(=O)COc1ccc(NC(C)=O)cc1)C1CCS(=O)(=O)C1 (stereo unspecified)
    1.1 | 14
2) COC(=O)/C(=C/c1ccco1)NC(=O)c1ccccc1
    -1.6 | 33
3) COc1ccc(Nc2ccnc3ccccc23)cc1
    -1.7 | 32
4) Cc1ccc(-n2c3c(cc(C(=O)N4CCN(C)CC4)c2=O)C(=O)CC(C)(C)C3)cc1
    0.1 | 16
5) COc1ccc(CCNCCN2CCOCC2)cc1
    -0.2 | 7
6) COC(=O)C1=C(N)OC2=C(C(=O)CCC2)C1c1ccc2c(c1)OCO2 (stereo unspecified)
    0.0 | -3
7) Cc1nc2nc(C)c(CCC(=O)NCc3ccc4c(c3)OCO4)c(C)n2n1
    -0.8 | 5
8) CC1CC(C)(C)CC2(C1)NC(=O)N(CC(=O)NCCc1ccc3c(c1)OCCO3)C2=O (stereo unspecified)
    -2.1 | 12
9) CC1=CC(=O)C(C(C)C)=CC1=NC(=O)c1ccc(C)cc1
    -2.1 | 20
10) COc1ccc(C2=NC(CO)(CO)CO2)cc1
    0.1 | 6
11) O=C(NCCC1CCCCN1S(=O)(=O)c1ccccc1)C(=O)NCc1ccncc1 (stereo unspecified)
    -2.6 | 18
12) COc1ccc(CCN(C)C2CCCN(S(=O)(=O)C(C)C)C2)cc1OC (stereo unspecified)
    -1.2 | 1
13) Cn1cccc1CNC(=O)Nc1ccc(Cl)cc1
    -0.5 | 16
14) O=C(Nc1cccc(-c2cnc3ccccc3n2)c1)C1CC(=O)N(c2ccccc2)C1 (stereo unspecified)
    2.2 | 9
15) COc1cc(NC(=O)c2ccccc2)c(OC)cc1NC(=O)CSc1[nH]c(=O)cc(C)c1C#N
    -1.4 | 36
16) O=C(NNC(=O)c1ccccc1F)c1cccs1
    -2.0 | 6
17) Cc1cccc(NC(=S)NCCC(C)C)c1
    0.4 | 4
18) Cc1c(NC(=O)C(C)OC(=O)COc2ccccc2)c(=O)n(-c2ccccc2)n1C (stereo unspecified)
    1.3 | 32
19) CC(=O)Nc1ccc(NS(=O)(=O)c2cc(-c3n[nH]c(=O)c4ccccc34)ccc2C)cc1
    -1.4 | 19
20) COc1ccc(OC)c(C(=O)CN2CCN(S(=O)(=O)c3ccc(Br)cc3)CC2)c1
    -1.7 | 5
21) CCOc1ccccc1N(C)C(=O)CCS(=O)(=O)c1ccc2c(c1)NC(=O)C(C)S2 (stereo unspecified)
    -2.4 | -1
22) O=C(Nc1ccccc1)Nc1nnc(Cc2ccccc2F)s1
    -0.9 | 2
23) O=C(COC(=O)COc1cccc(F)c1)Nc1nc2ccccc2s1
    0.3 | 2
24) Cc1ccc(NC(=O)C2=CC(c3ccc(C)cc3)=NS(=O)(=O)N2C)cc1
    -0.6 | 19
25) C[C@@H]1CCC(=O)N(C[C@@H](C)CC#N)CC1
    -2.4 | 12
26) O=S(=O)(NCCN1CCN(S(=O)(=O)c2ccccc2F)CC1)c1ccccc1F
    -1.5 | 5
27) COC(=O)c1cccc(NC(=S)N2CCCCC2)c1
    -0.8 | 12
28) Cc1ccc(-n2c3c(cc(C(=O)O)c2=O)C(=O)CC(C)(C)C3)cc1
    -0.4 | 12
29) O=C(CN1CCN(c2ccccc2)CC1)N1CCc2ccccc21
    -0.4 | -10
30) CCn1c(NC(C)=O)c(-c2ccccc2Cl)c(=O)c2ccccc21
    -1.7 | 14
31) Fc1ccccc1N1CCN(Cc2cc(-c3ccccc3)on2)CC1
    -0.5 | 12
32) COCc1ccc(C(=O)N2CCCC(N3CCN(c4ccc(F)cc4)CC3)C2)o1 (stereo unspecified)
    0.2 | 1
33) N#CC(C(=O)c1ccccc1)=C1SCCS1
    -0.2 | 8
34) CCn1c(=O)c(C(=O)NCc2ccccc2)c(O)c2ccccc21
    -0.4 | 12
35) COC(=O)Cc1[nH]n(-c2nc3ccccc3s2)c(=O)c1C(C)=Nc1ccc(Cl)cc1
    -1.4 | 2
36) CCC(C)NC(=O)C1CCCN(S(=O)(=O)c2ccc(-n3cnnn3)cc2)C1 (stereo unspecified)
    -1.1 | 5
37) CCOC(=O)c1c(C)nsc1NC(=O)c1ccco1
    -17 | ·
38) O=C(O)C1CSC(c2ccccc2)N1C(=O)c1ccco1 (stereo unspecified)
    -1.9 | 13
39) O=C(O)COc1cccc2ccccc12
    -1.1 | 3
40) CCOC(=O)CSc1nc(N)c(C#N)c(-c2ccc(OC)cc2)c1C#N
    -1.3 | 33
41) COc1cc(CNc2ccc(N3CCCC3)cc2)ccc1OCc1ccccc1
    0.5 | 14
42) O=C1NN(c2cccc(Br)c2)C(=O)/C1=C\c1ccc(O)cc1
    -0.4 | 9
43) c1ccc(-c2nnc(CSc3ccc4c(c3)OCCO4)o2)cc1
    0.9 | 19
44) Cc1cccc(-n2cc3c(=O)n(C)c(=O)n(C)c3c2)c1
    -0.6 | 14
45) CCCCn1c(N)c(N(CCC(C)C)C(=O)C2CC(=O)N(Cc3ccc(C)cc3)C2)c(=O)[nH]c1=O (stereo unspecified)
    -1.8 | 15
46) CP(=O)(Nc1cc(Cl)ccc1Cl)c1nc2c(s1)CCCC2 (stereo unspecified)
    -1.1 | 7
47) CCOC(=O)N1CCC(NC(=O)CCN2C(=O)C3C4C=CC(C4)C3C2=O)CC1 (stereo unspecified)
    0.5 | 4
48) Cc1ccc(NC(=O)CSCc2cc(=O)n3nc(C4CC4)sc3n2)cc1
    -2.2 | 3
49) O=C(CCc1nnc(-c2ccccc2)o1)c1ccc(Cl)cc1
    -1.1 | 20
50) COc1ccccc1-n1nnnc1SCC(=O)NCC1(N2CCOCC2)CCCCC1
    0.8 | 12
51) Cn1nnnc1SCC(=O)N1CCN(Cc2ccccc2)CC1
    -0.3 | 7
52) CC(=O)OC(C)[C@H]1CC[C@H]2[C@@H]3CC[C@H]4C[C@@H](OC(C)=O)CC[C@]4(C)C3=CC[C@]12C (stereo partly specified)
    0.1 | 7
53) CC(C)N(C(=O)Cn1c(SCC(=O)N2CCN(c3ccccc3)CC2)nc2ccccc21)C(C)C
    -0.7 | 25
54) Cc1c(C(=O)OCC[N+]2(C)CCCCC2)oc2ccccc12
    -1.0 | -3
55) COc1ccc(S(=O)(=O)N(c2onc(C)c2Cl)S(=O)(=O)c2ccc(OC)c(OC)c2)cc1OC
    0.4 | -5
56) N#Cc1nc(-c2ccccc2)oc1N1CCN(C(=O)c2ccco2)CC1
    0.4 | 17
57) Cc1nc2c(-c3ccccc3)c(C)nn2c(C)c1CCC(=O)N1CCOCC1
    -0.4 | 20
58) COc1ccccc1CCN1CCCC(CN(C)C(=O)CCC(N)=O)C1 (stereo unspecified)
    -0.4 | 2
59) CNc1c(NS(=O)(=O)c2ccc3c(c2)CCCC3)c(=O)oc2ccccc12
    -0.3 | 17
60) COc1ccccc1N1CCN(C(=O)c2ccc(-c3nc4ccccc4s3)o2)CC1
    · | 10

(further entries)
Order of values – STK33 kinase inh | OX1R FRET antag
61) CCOC(=O)Cn1c(S(=O)(=O)Cc2ccccc2Cl)nc(-c2ccccc2)c1-c1ccccc1
    -1.1 | 24
62) COc1ccc(N(CC(=O)Nc2ccc3c(c2)OCO3)S(=O)(=O)c2ccccc2)c(OC)c1
    0.9 | 12
63) CC(C)NC(=O)NC(=O)COC(=O)c1ncc(Cl)c(Cl)c1Cl
    -1.3 | 13
64) COc1ccccc1OCCC(=O)OCC(=O)Nc1ncc(Cl)cc1Cl
    -0.6 | 29
65) O=c1[nH][nH]c(=O)c2c(NS(=O)(=O)c3ccccc3)cccc12
    5.6 | 65
66) Cc1cc(OCC(=O)OCC(=O)N2c3ccccc3NC(=O)C2(C)C)ccc1Cl
    · | 1
67) CCC(c1nnnn1Cc1cccs1)N1CCN(C2CCCC2)CC1 (stereo unspecified)
    -1.2 | 12
68) Cc1ccc(CNC(=O)c2ccc(N(C)S(=O)(=O)c3ccccc3)cc2)cc1
    -0.6 | 14
69) CCCCC(=O)Nc1c(C)cc(C)cc1Cl
    -1.4 | -4
70) COc1ccc(-c2cc(=O)c3ccccc3n2C)cc1
    -0.4 | 20
71) COC(=O)C(NNc1ccccc1)(NC(=O)c1ccccc1F)C(F)(F)F (stereo unspecified)
    0.3 | 13
72) COC(=O)C1=CN(Cc2ccc(OC)c(OC)c2)C=C(C(=O)OC)C1c1ccc(F)cc1
    -0.9 | 20
73) CN1CCN(C(=S)Nc2cc([N+](=O)[O-])ccc2Cl)CC1
    -3.4 | 20
74) CCOC(=O)C(=O)Nc1ccccc1C(=O)NC(C)C
    -0.2 | 17
75) O=C(Cn1cc(C(=O)c2ccco2)c2ccccc21)NC1CC1
    0.2 | 18
76) Cc1onc(-c2c(F)cccc2Cl)c1C(=O)N1CCN(S(C)(=O)=O)CC1
    -0.2 | 0
77) O=C(NC1CCN(S(=O)(=O)c2ccccc2)CC1)C1CCCCC1
    -0.5 | 1
78) O=C(c1ccc(COc2ccc(Cl)cc2Cl)o1)N1CCCC1
    1.4 | ·
79) COc1cc(CCC(=O)OCC(=O)Nc2c(F)cccc2F)cc(OC)c1OC
    -1.4 | 8
80) CCCCCOc1ccc(C(=O)OC(C)C(=O)NCc2ccco2)cc1 (stereo unspecified)
    -1.8 | 27

(more compounds)
no.	canonical_smiles	STK33 kinase inh	OX1R FRET antag
81	CCS(=O)(=O)Nc1ccc(C(=O)CC2(O)C(=O)Nc3ccccc32)cc1 (stereo unspecified)	-3.6	16
82	CCOc1ccccc1C(=O)NCC(=O)OCC(=O)c1ccc2c(c1)OCCO2	0.3	8
83	CSc1ccccc1NC(=O)COC(=O)c1ccc(O)cc1	-0.7	20
84	Cc1ccc(Cl)cc1NC(=O)CCC(=O)NCc1ccco1	-1.1	0
85	CC(=O)Nc1c(C(=O)O)oc2ccccc12	-1.8	10
86	COc1ccccc1CCNS(=O)(=O)c1cn(C)c(=O)n(C)c1=O	-1.8	24
87	Cc1ccc2c(C)c(C(=O)Nc3c(C)n(C)n(-c4ccccc4)c3=O)oc2c1C	-0.4	19
88	c1ccc(CNC2=NCCCCC2)cc1	-1.3	7
89	S=C(Nc1ccc(Cl)cc1)N1CCN(C2CCCCC2)CC1	-1.8	3
90	C#CCn1cc(/C=N/NC(=O)COc2cccc3cccnc23)c2ccccc21	0.5	23
91	Nc1nc2ccccc2n1CCOc1ccc(Br)cc1	-0.2	4
92	COc1cc(/C=C/C(=O)OCC(=O)NC2CC2)cc(OC)c1OC	-0.7	3
93	O=C(N/N=C/c1c[nH]c2ccccc12)c1ccccc1O	0.4	0
94	Cc1ccc(C(=O)N2CCC3(CC2)Oc2ccc(F)cc2C(=O)C32CC(c3ccc(Cl)cc3)=NO2)s1 (stereo unspecified)	0.2	9
95	CCOC(=O)N1CCN(S(=O)(=O)c2ccc(C(=O)N(CCN(C)C)c3nc4ccc(Cl)cc4s3)cc2)CC1	-0.8	3
96	COc1ccccc1NC(=O)CSc1nnc(C2CCCCC2)o1	0.2	31
97	O=C1CSC(=Nc2ccccc2)N1Cc1ccccc1	-1.6	29
98	COc1cc2c(cc1OC)C(c1ccccc1)NC(C)(C)C2 (stereo unspecified)	-0.8	-3
99	Cc1ccc(S(=O)(=O)N(C)CC(=O)NCCCn2ccnc2)cc1	0.6	13
100	O=C(NCC1CCCN1S(=O)(=O)c1cccs1)C(=O)Nc1ccccc1 (stereo unspecified)	-0.9	20
101	O=C(CN1CCCCCC1)N/N=C/c1cccs1	-0.6	6
102	CN(C(=O)c1ccccc1C(=O)OCC(=O)NCc1ccccc1)C1CCCCC1	0.1	19
103	CC1Cc2cc(S(=O)(=O)N3CCCCC3C)ccc2N1C(=O)C1CCC1 (stereo unspecified)	-1.0	13
104	Cc1[nH]c2ccc(C(=O)NC3CCC(C)CC3)cc2c1C (stereo unspecified)	0.2	18
105	Cc1cc2nc(SCCOC(=O)Nc3ccccc3)nc(C)c2cc1C	-1.0	72*
106	CCCCSCCCNC(=O)CCCN1C(=O)c2ccccc2Sc2ncccc21	0.6	2
107	CC(CC(=O)O)CC(=O)Nc1nncs1 (stereo unspecified)	-1.1	0
108	CC(NC(=O)c1ccc(NC(=O)CC2SC(N3CCCC3)=NC2=O)cc1)c1ccc(S(N)(=O)=O)cc1 (stereo unspecified)	-1.3	4
109	CCOc1cc(N2CCOCC2)c(OCC)cc1NC(=O)COC(=O)CCOc1ccc(C)cc1	0.0	22
110	CC(OC(=O)CCC(=O)c1cccs1)C(=O)Nc1ccccc1[N+](=O)[O-] (stereo unspecified)	-0.4	19
